BAP1 block: human BAP1 deubiquitinase inhibition; recombinant BAP1, Ub-AMC hydrolysis fluorescence kinetic; stronger effect = lower value; 72,000 compounds, 0.48% hits; AID 436; activity remaining (% of control), % at 20 µM; Q92560;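 active = activity remaining at or below 50% of control, provided the compound also passes the data quality filters; inactive = the rest, including low values that fail the filters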;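 note: 100% = DMSO wells rate and 0% = substrate alone blank rate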
Target sequence (Q92560 whole entry, looked up): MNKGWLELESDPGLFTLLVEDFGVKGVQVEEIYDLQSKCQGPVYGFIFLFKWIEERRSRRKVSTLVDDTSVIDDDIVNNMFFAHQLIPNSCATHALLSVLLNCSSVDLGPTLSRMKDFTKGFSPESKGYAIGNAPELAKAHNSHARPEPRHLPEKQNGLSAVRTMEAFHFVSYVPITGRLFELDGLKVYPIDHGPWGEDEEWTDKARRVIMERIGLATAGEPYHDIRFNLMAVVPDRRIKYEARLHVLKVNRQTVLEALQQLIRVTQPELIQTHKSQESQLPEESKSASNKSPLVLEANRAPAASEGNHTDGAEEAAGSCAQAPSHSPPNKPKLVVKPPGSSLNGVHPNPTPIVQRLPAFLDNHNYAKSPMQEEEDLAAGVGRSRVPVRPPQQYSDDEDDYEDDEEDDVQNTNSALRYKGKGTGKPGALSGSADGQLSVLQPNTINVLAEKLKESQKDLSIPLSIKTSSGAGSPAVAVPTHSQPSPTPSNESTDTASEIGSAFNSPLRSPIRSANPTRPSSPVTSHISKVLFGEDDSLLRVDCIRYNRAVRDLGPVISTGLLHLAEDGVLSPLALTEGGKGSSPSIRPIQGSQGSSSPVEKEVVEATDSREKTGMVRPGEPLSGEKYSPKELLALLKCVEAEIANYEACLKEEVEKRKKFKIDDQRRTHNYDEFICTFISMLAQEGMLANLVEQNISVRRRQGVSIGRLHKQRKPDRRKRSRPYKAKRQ
HePTP inh: inhibitors of human HePTP phosphatase. P35236. recombinant HePTP phosphatase activity, OD absorbance. inhibition, % at 20 µM. 110,000 compounds, 0.64% hits. AID 521; in the data active = inhibition above about 50%;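 note: plate controls were vehicle for no effect and reference inhibitor for full effect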
Numbers without * were called inactive; . = no result given; & = joins results of further samples; ! = repeats disagree.

SMILES | BAP1 block | HePTP inh
CCOC(=O)c1cnc(SCC(=O)Nc2ccc(NC(=O)CC)c(OC)c2)nc1N | 103 | -8
CCOC(=O)c1ccc(N2NC(=O)/C(=C/c3ccc(O)cc3)C2=O)cc1 | . | 4
Cc1cccc(OCCCCc2c(C)n[nH]c2C)c1C | 112 | 6
Cc1ccc(S(=O)(=O)/N=C(/CSC(N)=O)Nc2ccccc2)cc1 | . | -4
CC(C)NC(=O)c1ccc(C(C)C)cc1 | . | 6
O=C(CN1CCN(C(=O)c2ccco2)CC1)Nc1ccc2c(c1)OCCO2 | 114 | 3
COC(=O)C1=C(C)NC(C)=C(C(=O)OC)C1c1ccc(Cl)cc1 | . | -10
Nc1nc(Oc2ccc(F)cc2)c(I)c(=O)[nH]1 | . | 4
Nc1nnc(C2CCCC2)s1 | 95 | 10
CC1CCC(NC(=O)C2(C)CCC(=O)N2Cc2cccnc2)CC1 (configuration not stated) | 103 | 6
C=CCn1c(SCC(=O)Nc2cc(C)cc(C)c2)nnc1-c1cnccn1 | 92 | 2
O=C(CCOc1ccccc1)Nc1ccccc1 | 52 | 4
CN1CCN(C(=O)c2ccc(Cl)c(Cl)c2)CC1 | . | -8
COCCNC(=O)C(c1ccco1)N(C(=O)Cn1nnc2ccccc21)c1ccc(C)cc1C (configuration not stated) | 90 | 3
COc1c(C)cc(Br)cc1C(=O)NCc1cccnc1 | 80 | 6

Grouped by structure: the entries above containing an aryl methoxy group.
SMILES | BAP1 block | HePTP inh
CCOC(=O)c1cnc(SCC(=O)Nc2ccc(NC(=O)CC)c(OC)c2)nc1N | 103 | -8
COc1c(C)cc(Br)cc1C(=O)NCc1cccnc1 | 80 | 6

Some of the entries so far, in markdown.
| smiles | BAP1 block | HePTP inh |
| --- | --- | --- |
| CC(C)NC(=O)c1ccc(C(C)C)cc1 | . | 6 |
| CC1CCC(NC(=O)C2(C)CCC(=O)N2Cc2cccnc2)CC1 (configuration not stated) | 103 | 6 |

More records
SMILES | BAP1 block | HePTP inh
Cc1ccc(SCCNC(=O)CN(c2ccccc2C)S(C)(=O)=O)cc1 | . | -4
O=c1cc(CSc2ccc(Cl)cc2)nc(N2CCOCC2)[nH]1 | 104 | 8
CC(C)n1c(CCCO)nc2ccccc21 | 111 | 8
CC1(C)CC(=O)c2sc(NC(=O)/C=C/c3ccco3)nc2C1 | . | 4
CCOC(=O)c1[nH]c(C)c(C(=O)Nc2cc(Cl)ccc2C)c1C | 67 | 6
CCOC(=O)C(C)n1cnc2c(nnn2-c2ccc(C)cc2)c1=O (configuration not stated) | 103 | 6
COc1ccc(S(=O)(=O)N(CC(=O)Nc2cccc(C(C)=O)c2)c2ccc(C)cc2)cc1OC | . | 7
O=C(NCCO)C(=O)Nc1nc(C23CC4CC(CC(C4)C2)C3)cs1 | . | 4
Cc1cccc(NC(=O)/C=C/c2cccc([N+](=O)[O-])c2)n1 | . | 5
CCc1ccc(C(C)NC(=O)c2cc(C)oc2C)cc1 (configuration not stated) | 128 | 8
CCOC(=O)c1c(C)oc2c(CN3CCN(C)CC3)c(Br)c(OC)c(O)c12 | 110 | 3
CCCCc1cc(=O)oc2cc(C)c(CN3CCCC3)c(O)c12 | . | -8
CCCn1c(CN(Cc2ccccc2)Cc2ccccc2)nc2c1c(=O)n(C)c(=O)n2C | 80 | 6
Cc1ccc(NC(=O)CCCN(C)S(=O)(=O)c2ccc(C)cc2)cc1 | . | 3
O=C(O)c1ccccc1/C=C1\SC(=S)N(c2cccc(C(F)(F)F)c2)C1=O | . | -5
COC(=O)C1=CNC=C(C(=O)OC)C1c1ccc(C)s1 | 777 | .
COc1ccc(Nc2ncccc2C(=O)Nc2ccccc2)cc1 | 77 | 5
CC1CCCCN1C(=O)N[C@@H](Cc1ccccc1)C(=O)O (some centres not stated) | 88 | 0
Cc1noc(C)c1COC(=O)c1ccccc1Oc1ccccc1 | 115 | 1
CCOCCn1c(=O)c2c(nc3n2CCN3c2ccc(CC)cc2)n(C)c1=O | 58 | 3
Cc1ccccc1-c1nnc(SCc2ccccc2)o1 | 81 | -7
CC(C)c1ccc(OCc2ccc(C(=O)N3CCN(c4ccccn4)CC3)cc2)cc1 | 62 | 1
CCOC(=O)c1cnc(SCC(=O)N2CCN(C(=O)c3ccco3)CC2)nc1N | 94 | 5
Cc1ccc(S(=O)(=O)Nc2ccccc2-c2nc3ccccc3c(=O)o2)cc1 | . | 9
C/C(Cn1nnc([N+](=O)[O-])n1)=N/NC(=O)Cc1ccccc1 | . | 4
COC(=O)Cc1c[nH]c2ccc(OCC(O)CNC(C)C)cc12 (configuration not stated) | 109 | 4
CC1CC1C(=O)OCc1cc(=O)n2cc(Br)ccc2n1 (configuration not stated) | 85 | -1
COc1ccc(C)cc1NC(=O)CCC1CCCC1 | . | 104*
O=C(Cn1c(C2CC2)nc2ccccc2c1=O)Nc1ccc(Br)cc1 | 90 | 9
O=C(Nc1ccc2oc(-c3ccccc3F)nc2c1)c1ccc2c(c1)OCCO2 | . | 13&-4

Some of the entries so far, with each value named.
> CC(C)c1ccc(OCc2ccc(C(=O)N3CCN(c4ccccn4)CC3)cc2)cc1
  BAP1 block: 62
  HePTP inh: 1

> CCOC(=O)c1cnc(SCC(=O)N2CCN(C(=O)c3ccco3)CC2)nc1N
  BAP1 block: 94
  HePTP inh: 5

Other compounds:
SMILES | BAP1 block | HePTP inh
O=C(CN1CCOCC1)N1CCN(C(=O)CN2CCOCC2)CC1 | 100 | 3
COC(=O)c1ccc(C(=O)OC)c(NC(=O)CCC(=O)O)c1 | 107 | 102*!
COc1ccc(C(=O)CSc2nc(SC)ns2)cc1OC | 58 | 4
O=C(Nc1ccc(Cl)c(Cl)c1)c1ccc([N+](=O)[O-])o1 | . | -5
O=C(CSc1nnc(-c2ccc(Br)cc2)n1C1CCCCC1)N1CCCC1 | 92 | 0
COc1ccc(OC(=O)c2cccc(S(=O)(=O)N3CCCC3)c2)cc1 | 106 | 7
C(=C\c1ccco1)/C=N/n1cnnc1 | 84 | -2
O=C(Cn1c(O)c(N=NC(=O)C(=O)NCc2ccccc2)c2ccccc21)Nc1ccccc1 | . | -7
c1ccc2c(c1)ncn2Cc1nnc2sc(-c3ccc4c(c3)OCO4)nn12 | . | 1
O=C(Nc1ccc(F)cc1)C(=O)NC1CC1 | . | 8
COc1ccc(C(=O)/C=C/Nc2ccccn2)c(OC)c1 | . | 1
CCCc1cc(Nc2cccc(OCC)c2)n2ncnc2n1 | 101 | 2
Brc1ccccc1/C=N\N1CCN(c2ccccc2)CC1 | . | 2
Cc1ccc(-n2nc3c(c2NC(=O)c2ccccc2I)CSC3)c(C)c1 | 120 | .
COc1cccc(CN(Cc2cccnc2)S(=O)(=O)c2ccc(-n3cnnn3)c(C)c2)c1 | 92 | 6
O=C(Nc1ccc(NC(=O)c2cc3ccccc3o2)cc1)c1ccc(Br)cc1 | . | -11
O=C(NCCC1=CCCCC1)c1cnc2n(c1=O)CCS2 | 105 | .
O=C(Oc1cccc(/C=N/Nc2nc(N3CCOCC3)nc(N3CCOCC3)n2)c1)c1ccco1 | . | 6
COC(=O)c1ccccc1S(=O)(=O)Nc1ccc2cn[nH]c2c1 | 91 | 5
Cc1cc(NS(=O)(=O)c2ccc(Nc3nc(-c4sc(N)nc4C)cs3)cc2)no1 | 97 | 10&4
COc1ccc(N2C(=O)NC(=O)/C(=C\c3ccc(-c4ccccc4C(=O)O)o3)C2=O)cc1 | . | 18
Cc1ccc(-c2cc(-c3ccccc3)nc(N/N=C/c3ccccc3O)n2)cc1 | . | 7
COc1ccc(-n2c(CNC(=O)COc3ccccc3)n[nH]c2=S)cc1 | 111 | .
COc1ccc(CN(C2CCCC2)S(=O)(=O)c2ccc(-n3cnnn3)cc2)cc1OC | 102 | 7
Cc1ccc(OCC(=O)Nc2cccc(C(F)(F)F)c2)c(C)c1 | . | -1
Cc1cc(C)n(CC(=O)NC2CCCCC2)n1 | 105 | 6
O=C(OCn1nnc2ccccc2c1=O)c1ccc2c(=O)n3c(nc2c1)CCC3 | 85 | 6
CCC(C)[C@H](NC(=O)Nc1ccc2c(c1)OCCO2)C(=O)O (some centres not stated) | 99 | 3
Cc1ccc(C(=O)Nc2ccc(NC(=O)c3ccc(C(C)(C)C)cc3)cc2)cc1[N+](=O)[O-] | 62 | .
CC(C)(C)NCCOc1ccc(Cl)cc1 | . | 5

Grouped by structure: the compounds so far with a nitro group on carbon (four)
SMILES | BAP1 block | HePTP inh
Cc1cccc(NC(=O)/C=C/c2cccc([N+](=O)[O-])c2)n1 | . | 5
C/C(Cn1nnc([N+](=O)[O-])n1)=N/NC(=O)Cc1ccccc1 | . | 4
O=C(Nc1ccc(Cl)c(Cl)c1)c1ccc([N+](=O)[O-])o1 | . | -5
Cc1ccc(C(=O)Nc2ccc(NC(=O)c3ccc(C(C)(C)C)cc3)cc2)cc1[N+](=O)[O-] | 62 | .

(cont.)
SMILES | BAP1 block | HePTP inh
CCN1C(=O)c2cccc3c(NC(=O)c4ccc(S(=O)(=O)N5CCCCCC5)cc4)ccc1c23 | . | 1
CCC1SC2=NC(C)=C(C(=O)OC)C(c3cccs3)N2C1=O (configuration not stated) | 94 | 6
CCNC(=O)c1ccccc1-c1ccccc1C(=O)O | . | 8
CCOC(=O)c1cc(-c2ccncc2)nc2c1c(C)nn2C | 89 | 2
COC(=O)Cc1c(C)c2c(O)cc(C)cc2oc1=O | . | 5
COc1ccccc1S(=O)(=O)Cc1ccc(C(=O)N2CCN(c3ccccc3)CC2)o1 | 95 | -13
CCCc1cc(=O)oc2c(CN3CCN(C)CC3)c(O)c(Cl)cc12 | . | -1
Cc1nc2ccc(S(=O)(=O)NCC(=O)N(C)Cc3ccco3)cc2s1 | 111 | 13

Screens as filed in PubChem BioAssay.
